# BAZ2B block: inhibitors of human BAZ2B bromodomain | Q9UIF8 | AlphaScreen BAZ2B-H3K14Ac peptide displacement | Potency, µM (doses to about 114 µM), inactives show top-dose activity change, negative = inhibition, hits mostly inhibitors | hit rate 4.4% among 360,000 | AID 504333; also: potency is read from the fitted curve at half-maximal effect; % is scaled to controls: 0 for no effect and ±100 for the full control effect; nearly all actives have a fitted effect of over 60% in size
# Target sequence (Q9UIF8 whole entry, looked up): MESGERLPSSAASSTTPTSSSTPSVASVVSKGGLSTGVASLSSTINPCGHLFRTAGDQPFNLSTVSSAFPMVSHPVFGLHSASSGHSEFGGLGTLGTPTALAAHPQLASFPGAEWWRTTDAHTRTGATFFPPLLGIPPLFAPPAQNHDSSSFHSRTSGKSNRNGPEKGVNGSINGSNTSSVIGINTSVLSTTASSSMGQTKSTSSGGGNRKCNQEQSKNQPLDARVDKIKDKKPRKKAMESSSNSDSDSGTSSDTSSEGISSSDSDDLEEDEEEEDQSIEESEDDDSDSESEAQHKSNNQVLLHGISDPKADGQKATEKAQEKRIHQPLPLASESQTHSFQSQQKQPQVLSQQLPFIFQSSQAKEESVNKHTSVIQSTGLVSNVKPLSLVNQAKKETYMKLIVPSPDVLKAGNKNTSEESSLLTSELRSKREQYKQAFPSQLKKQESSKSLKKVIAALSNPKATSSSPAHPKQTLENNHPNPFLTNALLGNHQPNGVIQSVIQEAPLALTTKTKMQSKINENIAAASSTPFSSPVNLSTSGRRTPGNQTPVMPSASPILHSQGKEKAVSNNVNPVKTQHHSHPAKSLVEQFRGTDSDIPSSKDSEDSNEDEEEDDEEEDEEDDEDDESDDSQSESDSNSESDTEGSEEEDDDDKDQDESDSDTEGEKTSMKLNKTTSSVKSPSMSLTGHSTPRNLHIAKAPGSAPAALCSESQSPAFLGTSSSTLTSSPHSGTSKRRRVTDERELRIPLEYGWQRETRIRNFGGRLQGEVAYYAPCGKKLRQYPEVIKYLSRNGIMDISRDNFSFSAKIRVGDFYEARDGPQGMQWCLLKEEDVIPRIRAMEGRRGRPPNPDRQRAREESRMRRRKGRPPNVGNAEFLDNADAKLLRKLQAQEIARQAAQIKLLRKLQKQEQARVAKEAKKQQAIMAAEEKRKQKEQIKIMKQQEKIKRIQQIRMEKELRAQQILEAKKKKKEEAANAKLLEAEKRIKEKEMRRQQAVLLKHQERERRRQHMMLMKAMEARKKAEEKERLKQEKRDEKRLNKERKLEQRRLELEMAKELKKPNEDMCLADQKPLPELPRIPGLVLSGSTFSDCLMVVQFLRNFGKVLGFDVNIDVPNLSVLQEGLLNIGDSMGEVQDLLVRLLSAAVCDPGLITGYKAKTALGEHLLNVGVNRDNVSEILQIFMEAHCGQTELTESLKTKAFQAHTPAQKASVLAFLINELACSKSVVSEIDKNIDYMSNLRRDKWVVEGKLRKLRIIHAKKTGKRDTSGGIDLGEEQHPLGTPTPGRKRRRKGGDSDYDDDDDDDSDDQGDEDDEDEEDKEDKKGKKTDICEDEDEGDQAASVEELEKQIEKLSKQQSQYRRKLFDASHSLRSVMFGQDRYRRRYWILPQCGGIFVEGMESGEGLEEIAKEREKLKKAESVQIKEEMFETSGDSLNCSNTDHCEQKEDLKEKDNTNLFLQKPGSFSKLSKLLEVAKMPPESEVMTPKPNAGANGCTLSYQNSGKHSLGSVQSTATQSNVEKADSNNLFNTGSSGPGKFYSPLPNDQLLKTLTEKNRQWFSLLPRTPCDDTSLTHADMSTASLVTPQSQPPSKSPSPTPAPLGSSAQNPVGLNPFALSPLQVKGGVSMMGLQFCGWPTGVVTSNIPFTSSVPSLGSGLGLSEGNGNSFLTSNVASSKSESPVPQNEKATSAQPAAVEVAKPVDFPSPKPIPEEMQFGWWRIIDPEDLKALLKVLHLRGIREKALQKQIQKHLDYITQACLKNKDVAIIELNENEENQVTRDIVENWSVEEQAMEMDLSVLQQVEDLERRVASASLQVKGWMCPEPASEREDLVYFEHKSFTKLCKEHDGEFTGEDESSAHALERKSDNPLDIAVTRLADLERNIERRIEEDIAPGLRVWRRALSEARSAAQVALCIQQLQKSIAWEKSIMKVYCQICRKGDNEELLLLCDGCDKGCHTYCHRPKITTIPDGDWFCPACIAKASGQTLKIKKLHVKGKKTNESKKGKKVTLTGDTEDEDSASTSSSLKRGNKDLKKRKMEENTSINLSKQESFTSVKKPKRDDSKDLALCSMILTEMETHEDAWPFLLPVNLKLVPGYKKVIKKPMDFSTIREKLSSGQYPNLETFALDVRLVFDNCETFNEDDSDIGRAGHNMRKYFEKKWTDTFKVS
#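 Multi-concentration screen (max 110 uM) measuring displacement of acetylated histone H3 peptide from BAZ2B by AlphaScreen, using 50 nM protein, 50 nM peptide and 10 ug/mL streptavidin donor plus Ni-chelate acceptor beads.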
# G9a block: blocks human histone lysine methyltransferase G9a; Q96KQ7; G9a H3K9 monomethylation, AlphaScreen, 2 h; Potency, µM (titrated, usually from 102 µM), inactives show top-dose activity, negative = inhibition, actives largely listed as inhibitors; hit rate 8.8% among 350,000; also: potency is read from the fitted curve at half-maximal effect; % is scaled to controls: 0 for no effect and ±100 for the full control effect; nearly all actives have a fitted effect of over 75% in size
#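 Signal arises when biotinylated H3K9 peptide, once monomethylated, bridges streptavidin donor and antibody-captured acceptor beads. Enzyme at 20 nM was preincubated 15 min with test compounds; peptide 500 nM and SAM 20 uM then reacted for 2 h.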
# PI4K2A block: blocks human PI4K2A kinase activity. activity change, negative = inhibition, % at 76.9 µM. hit rate 0.13% among 420,000. purified PI4K2A, ADP-Glo luminescence, 1 h; stronger effect = lower value. Q9BTU6; in the data active = activity change below about -50%; inconclusive = mostly about -30% to -49%;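 also: -100% = wells without enzyme as full effect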
#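 PI4K2A activity was measured by ADP-Glo luminescence: enzyme (4 ug/mL stock) and phosphatidylinositol (1.2 mM stock) in Tris pH 7.5/MgCl2/EGTA/Triton X-100 buffer were reacted with ATP (300 microM stock) for one hour at ambient temperature.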
# HP1b chromo inh: inhibitors of HP1-beta chromodomain binding to methylated histone tails; P83916; AlphaScreen HP1-beta / biotin-H3K9me3 peptide binding; Potency, µM (top dose mostly 114 µM), for the others: at the highest dose activity change, negative = inhibition, hits mostly inhibitors; hit rate 0.56% among 390,000; AID 540317; also: potency is read from the fitted curve at half-maximal effect; nearly all actives have a fitted effect of over 70% in size; inactives centre near 23
#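 HP1-beta protein (50 nM final) preincubated 30 min at room temperature with biotinylated H3(1-18)K9me3 peptide (50 nM) in PBS pH 7.4, 0.01% Tween-20, then compound added for 30 min. AlphaScreen streptavidin donor/nickel chelate acceptor beads (10 ug/mL final), 30 min dark, luminescence read.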
# Pin1 inh: blocks the human prolyl isomerase Pin1; Q13526; Pin1 FP peptide displacement, HiFluor488, 10 min; Potency, µM (titrated, usually from 115 µM), for the others: top-dose activity, negative = inhibition, hits mostly inhibitors; hit rate 0.009% among 390,000; active = well fitted inhibition curve with a large enough effect in the polarisation, with a control signal flat, not every such curve was filed as active; inconclusive = small, poorly fitted or top-dose-only effect, or effect the other way, or a change in a side signal; inactive = no such curve, though single readings can be large or run the other way; the % refers to the polarisation; also: potency is read from the fitted curve at half-maximal effect; % is scaled to controls: 0 for no effect and ±100 for the full control effect
# GLS inh: inhibitors of human glutaminase (GLS); AID 624170; GLS enzymatic activity, qHTS titration; O94925; Potency, µM (top dose mostly 45.5 µM), without a hit: top-dose activity change, negative = inhibition, hits mostly inhibitors; hit rate 0.21% among 410,000; also: potency is read from the fitted curve at half-maximal effect; % is scaled to controls: 0 for no effect and ±100 for the full control effect
#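 Assay buffer: 45 mM KH2PO4 pH 8.2, 0.02% Tween-20. hKGA acts on L-glutamine (1 mM solution added); product glutamate is reported by an oxidase/peroxidase Amplex Red coupling, with fluorescence taken at baseline and 30 min.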
# JMJD2A Tudor inh: blocks the human JMJD2A Tudor domain. AlphaScreen JMJD2A-Tudor / H3K4me3 peptide binding. AID 504339. hit rate 4.4% among 390,000. Potency, µM (series often up to 114 µM), inactives show top-dose activity change, negative = inhibition, most hits filed as inhibitors. O75164; also: potency is read from the fitted curve at half-maximal effect; % is scaled to controls: 0 for no effect and ±100 for the full control effect; nearly all actives have a fitted effect of over 50% in size
# ERG-DNA inh: blocks human ERG Ets domain binding to DNA; P11308; fluorescence polarization, His-ERG Ets domain / labelled DNA; Potency, µM (doses to about 76.9 µM), for the others: top-dose FP activity, negative = inhibition, hits mostly inhibitors; hit rate 0.028% among 370,000; active = well fitted inhibition curve with a large enough effect in the polarisation, with a control signal flat; inconclusive = small, poorly fitted or top-dose-only effect, or effect the other way, or a change in a side signal; inactive = no such curve, though single readings can be large or run the other way; the % refers to the polarisation;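 also: polarization taken with two DNA probes labelled with fluorescein and Texas red; potency is read from the fitted curve at half-maximal effect; % of control where 0% means no effect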
#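 His-tagged ERG Ets domain (1 uM in the protein solution; 300mM KCl, 50mM Tris-HCl, 1mM EDTA, 1mM DTT, pH 7.5) received compound, then a probe mix of 5 nM fluorescein-DNA and 100nM Texas-615-DNA. Fluorescence polarization was read for both dyes.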
# Tb PGK inh: inhibitors of T. brucei phosphoglycerate kinase | PGK/GAPDH coupled, Kinase-Glo luminescence, 60 min | Potency, µM (series often up to 57.5 µM), without a hit: at the highest dose activity change, negative = inhibition, actives largely listed as inhibitors | hit rate 0.043% among 380,000; also: potency is read from the fitted curve at half-maximal effect; % is scaled to controls: 0 for no effect and ±100 for the full control effect; nearly all actives have a fitted effect of over 60% in size
#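 Recombinant glycosomal PGK reaction used 1,3-bisphosphoglycerate generated in-well by GAPDH (100nM final) in 100mM TEA pH 7.6, 5mM MgCl2, 0.01% Tween-20. After 60 minutes at room temperature, ATP was read by Kinase-Glo Plus luminescence end-point.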
# Numbers without * were called inactive; i = inactive; ? = inconclusive; / = no result given; [ ] = dose if it differs, or a comment. Unless noted, calls follow the shape of the dose curve; as a rule, active = well fitted curve in the direction sought with a large enough effect; inconclusive = small, poorly fitted or top-dose-only effect, or another doubt; inactive = no such curve, though single readings can be large; an effect the other way counts as inactive or inconclusive.
SMILES,BAZ2B block,G9a block,PI4K2A block,HP1b chromo inh,Pin1 inh,GLS inh,JMJD2A Tudor inh,ERG-DNA inh,Tb PGK inh
c1ccc(OCCOc2ccccc2-c2nnco2)cc1,28%,-2%[59 µM],1,72%[activator],-1%,0%,-6%,1%,-3%
Cc1nc(N2N=C(c3ccc(Cl)cc3)CC2c2ccco2)sc1C(=O)N(C)C (stereo unspecified),15%,-3%,-5,95%[activator],23%,6%,16%,1%,0%
COc1cc(CNCCC2CCOC(C)(C)C2)ccc1O (stereo unspecified),-2%,50µM*,14,13%,8%,19%,-19%,-3%,-3%
COc1cccc(/C=C/C(=O)c2c(O)cc(C)oc2=O)c1O,?,?,-4,12%,?,-5%,-23%,10%,-4%
Cn1c(=O)c(=O)n(C)c2cc(NS(=O)(=O)c3ccc(Br)cc3)c(Cl)cc21,-12%,3%[59 µM],-2,15%,-2%,22%,-14%,4%,i
Cc1ccc(CCNC(=O)CNC(=S)N(Cc2ccccc2)Cc2cccnc2)cc1,-21%,-32%,1,38%,-2%,-10%,-17%,1%,-1%
CN1CCN(C(=O)C2=C[C@@H](c3ccccc3)C[C@@H](OCc3ccc(CO)cc3)O2)CC1,-24%,-42%[59 µM],-8,22%,-4%,2%,-5%,4%,-9%
CCOc1cc(C)c(C(C)C)cc1S(=O)(=O)n1cnc(C)c1,-37%,?,0,29%,-6%,4%,-19%,2%,-11%
O=C(CS(=O)(=O)c1cccc2nsnc12)Nc1ccccc1Cl,-4%,-2%[59 µM],3,10%[57 µM],2%,-9%,-17%,-5%,-2%
CCSc1nc(=O)n(-c2ccccc2)c(C)c1C(C)=O,4%,?,4,9%,3%,0%,-23%,8%,-2%
CCCCCCCCOC(=O)/C=C/c1c(C)[nH]c(=O)[nH]c1=O,-6%,-40%[59 µM],3,7%,-1%,11%,-10%,-6%,-2%
CC(Sc1ccc(Br)cc1)C(N)=O (stereo unspecified),8%,17%[59 µM],3,20%,0%,6%,-28%,-1%,-5%
O=C(N/N=C/c1ccco1)Nc1ccccc1,2%,79µM*,3,0%,1%,3%,-10%,0%,5%
C=CCC1(CC=C)CCCN1C(=O)CC1C(=O)NCCN1Cc1ccccc1OC (stereo unspecified),-19%,-31%,0,56%[activator],-6%,-6%,-4%,-5%,-7%
CN(C)c1ccc(/C=C(/NC(=O)c2ccccc2)C(=O)NCCN2CCOCC2)cc1,-12%,?,-8,18%,42%[activator],6%,-22%,11%,0%
CCN(C(=O)COC(=O)CC(C)c1ccccc1)c1c(N)n(Cc2ccccc2)c(=O)[nH]c1=O (stereo unspecified),-2%,4%[12.7 µM],-1,32%,-4%,11%,-18%,-9%,9%
CCOC(=O)c1ccccc1NC(=O)c1ccc2nccnc2c1,/,-27%,-2,-11%,?,-3%,50µM*,-2%,-4%
CN(C)C(=O)CNC(=O)CN1C(=O)NC2(CCCc3sccc32)C1=O (stereo unspecified),0%,18%,-5,47%[activator],?,-7%,-9%,-6%,8%
Clc1ccc(N2CCN(c3cnc4ccccc4n3)CC2)cc1,65%[activator],5%[12.7 µM],3,129%,1%,15%,47%[activator],0%,i
Fc1ccc(/C=N/Nc2ccccn2)cc1,-31%,-8%[59 µM],-2,2%,-10%,?,-22%,-5%,3%
O=C(/C=C(\c1ccc(Cl)cc1)n1cncn1)c1ccc(Cl)cc1,-25%,?,2,2%,-1%,7%,-14%,/,-7%[11.5 µM]
CN(C(=O)CSc1nnc(CNC(=O)c2ccccc2)o1)c1ccccc1,-3%,3%,-1,25%,4%,0%,0%,-3%,3%
Cc1ccc(-c2csc(NC(=O)CN3CCC(C(N)=O)CC3)n2)cc1,8%,/,-3,45%[activator],0%,-11%,?,-11%,i
CCN(CC)c1ccc(C=Nc2ccc(C)cc2C)c(O)c1,-15%,/,0,33%,0%,3%,-10%,11%,-2%
Cc1nn(CC(=O)NC(=O)c2ccccc2)c(C)c1[N+](=O)[O-],6%,-50%[59 µM],2,19%,12%,-1%,-6%,8%,4%

# (continued)
SMILES,BAZ2B block,G9a block,PI4K2A block,HP1b chromo inh,Pin1 inh,GLS inh,JMJD2A Tudor inh,ERG-DNA inh,Tb PGK inh
O=C(NC1CCCCC1)[C@H](O)[C@@H](O)C(=O)NC1CCCCC1,-15%,-2%[59 µM],-8,20%,0%,13%,6%,8%,6%
CC(C)c1ccc(C2CC(c3ccc(Br)cc3)=NN2C(N)=S)cc1 (stereo unspecified),?,?,9,-8%,1%,2%,?,-8%,-2%
CN(C)CCCCCCCCCCC(=O)/C=N/O,/,/,0,35%,-13%,37%[activator],-8%,/,/
O=C(N/N=C\c1c(O)ccc2ccccc12)c1cncc(Br)c1,35µM*,16%,5,68%[activator],?,21%,56µM*,5%,-3%
COc1ccc(-n2ncc3c(=O)n(CC(C)=O)cnc32)cc1,-5%,/,-1,22%,-3%,-5%,-5%,2%,-9%
CCOCCCNC(=O)Cn1nc(CC)n2c(cc3c(OC)cccc32)c1=O,-1%,18%[59 µM],-9,13%,-1%,-5%,12%,0%,-2%
CC1(OC(=O)CCc2ccccc2)C(=O)C=C2C=C(c3ccc(C#N)cc3)N(CCN3CCOCC3)C=C2C1=O (stereo unspecified),-18%,-7%[59 µM],-7,35%,-3%,1%,-12%,0%,0%
CCOc1ccc(CNC(=O)c2ccc(Sc3ccc(C)cc3)c(NC(C)=O)c2)cc1OC,-22%,-7%[59 µM],1,0%,0%,5%,-30%,-1%,5%
CC(=O)N1CCOc2ccc(S(=O)(=O)NCCc3ccc(S(N)(=O)=O)cc3)cc21,-3%,/,3,12%,0%,4%,?,1%,5%
CCOC(=O)c1cc(CN2CCOCC2)oc1-c1ccccc1,?,?,-4,21%,-1%,12%,?,0%,-6%
COc1ccc(N2CCN(C(=O)C3CCN(S(=O)(=O)c4c(C)noc4/C=C/N(C)C)CC3)CC2)cc1,?,?,-2,-8%,-2%,36%[activator],?,-1%,-11%
CN(C(=O)CSc1nnc(Nc2ccccc2)s1)C1CCS(=O)(=O)C1 (stereo unspecified),-7%,-25%,-1,40%[activator],-6%,-2%,-1%,3%,-4%
CN(C(=O)COC(=O)CCc1nc2ccccc2c(=O)[nH]1)C1CCS(=O)(=O)C1 (stereo unspecified),-1%,-5%,5,25%,4%,-7%,4%,0%,-3%
CN(Cc1ccccc1)C(=O)C1CCC(CNS(=O)(=O)c2cccc3cccnc23)CC1 (stereo unspecified),-18%,-24%,0,11%,-2%,3%,-16%,1%,-5%
Cc1cnc(C(=O)OCC(=O)Nc2cc(-c3cc(C)c(C)cc3C)nn2-c2ccccc2)cn1,-3%,20%[2.33 µM],0,8%,4%,-2%,-14%,-10%,-7%
Cc1cccn2c(CNC3CCCc4ccccc43)c(C(=O)N3CCCCC3)nc12 (stereo unspecified),-24%,-34%,6,4%,0%,-3%,-10%,1%,-6%
CC1CCc2nn(CC(=O)NCc3ccc4c(c3)OCO4)cc2C1 (stereo unspecified),11%,?,-1,42%[activator],-5%,1%,-11%,-7%,-8%
O=C(Nc1cccc(C(F)(F)F)c1)Nn1cnnc1,-1%,-25%,-1,29%,-14%,-12%,-3%,13%,-1%
CCN(CC)CC1CN(N=Cc2ccc([N+](=O)[O-])o2)C(=O)O1 (stereo unspecified),/,/,-3,18%[57 µM],-15%,-4%,-1%,-3%,-1%
CCOC(=O)C1CCN(c2csc3ccc(C)cc3c2=O)CC1,?,7%[59 µM],0,2%[57 µM],-8%,16%,18µM*,12%,i
COc1cccc(CNS(=O)(=O)c2ccc(N3CCCC3=O)cc2)c1,-4%,/,-18,27%,-2%,5%,-1%,1%,6%
COc1ccc(N/N=C(\C=N\O)C(=O)c2ccc(OC)cc2)cc1,40µM*,50µM*,-1,-8%,22%,15%,?,7%,-6%
C[C@]12C(=O)N(c3cccc(Cl)c3)C(=O)N1[C@H]1c3ccccc3OC[C@@H]1[C@H]2c1ccccc1,-39%,-14%,6,3%,3%,-3%,-33%,10%,-9%
O=C(Nc1ccnc(-c2cccnc2)n1)c1ccc(Cl)c(Cl)c1,2%,1%,5,21%,0%,-4%,2%,-3%,-10%
O=C(O)c1cccc(COCC(F)(F)C(F)F)c1,-2%,8%[12.7 µM],3,28%,-16%,-4%,-8%,5%,i
C=CCN(c1ccccc1)S(=O)(=O)c1cccc(C(=O)OCC(=O)NCCOC)c1,-32%,0%,3,22%,1%,13%,-9%,-7%,-5%
Cc1cc2cc(C(c3nnnn3CC3CCCO3)N3CCCc4ccccc43)c(=O)[nH]c2cc1C (stereo unspecified),-33%,?,1,11%,34%[activator],-1%,?,1%,i

# Some entries already given, showing only G9a block:
mol | G9a block
Cn1c(=O)c(=O)n(C)c2cc(NS(=O)(=O)c3ccc(Br)cc3)c(Cl)cc21 | 3%[59 µM]
Cc1ccc(CCNC(=O)CNC(=S)N(Cc2ccccc2)Cc2cccnc2)cc1 | -32%
CN1CCN(C(=O)C2=C[C@@H](c3ccccc3)C[C@@H](OCc3ccc(CO)cc3)O2)CC1 | -42%[59 µM]

# Screens deposited in PubChem BioAssay by National Center for Advancing Translational Sciences (NCATS).

# This is a random part of the collection; about 11% have a hit in one of these screens.
